Screening results from PubChem.
aSyn 5UTR inh – MLPCN primary screen, SNCA 5' untranslated region. alpha-synuclein 5'UTR reporter, inhibitor activity. inhibition, % (tested at 7.5 µM). 300,000 tested, 0.82% active; in the data active = inhibition above about 60%; inconclusive = no clear call, values can overlap the other calls;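 note: H4 neuroglioblastoma cells stably carrying SNCA 5'UTR luciferase fusion; 0% = DMSO wells and 100% = positive control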
Platelet DG rel – inhibitors of platelet dense granule secretion, primary screen, cell-based, MLPCN, human platelets; human platelet-rich plasma, SFLLRN dense granule ATP release, luminescence; inhibition, %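 (compounds screened at 7.5 µM in platelet-rich plasma)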; 300,000 tested, 0.22% active;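 active = mean replicate score, as percent of positive control, at or above 50; inconclusive = mean below 50 but at least one replicate at or above 50; inactive = mean and every replicate below 50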
GSK3 alpha inh – blockers of GSK3A enzyme activity – biochemical, luminescence, cell-free homogeneous, HTS, primary screen; 320,000 tested, 0.1% active; Glycogen synthase kinase-3 alpha (Homo sapiens), P49840; inhibition, % at 10 µM; AID 2650, 2010; GSK-3 alpha kinase, ADP-Glo luminescence, 60 min;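 in the data active = inhibition above about 50%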;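 note: GST-tagged GSK-3 alpha with peptide substrate and 25 µM ATP; 0% = DMSO neutral wells and 100% = GW8510 positive control wells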
Target sequence (P49840 whole entry, looked up): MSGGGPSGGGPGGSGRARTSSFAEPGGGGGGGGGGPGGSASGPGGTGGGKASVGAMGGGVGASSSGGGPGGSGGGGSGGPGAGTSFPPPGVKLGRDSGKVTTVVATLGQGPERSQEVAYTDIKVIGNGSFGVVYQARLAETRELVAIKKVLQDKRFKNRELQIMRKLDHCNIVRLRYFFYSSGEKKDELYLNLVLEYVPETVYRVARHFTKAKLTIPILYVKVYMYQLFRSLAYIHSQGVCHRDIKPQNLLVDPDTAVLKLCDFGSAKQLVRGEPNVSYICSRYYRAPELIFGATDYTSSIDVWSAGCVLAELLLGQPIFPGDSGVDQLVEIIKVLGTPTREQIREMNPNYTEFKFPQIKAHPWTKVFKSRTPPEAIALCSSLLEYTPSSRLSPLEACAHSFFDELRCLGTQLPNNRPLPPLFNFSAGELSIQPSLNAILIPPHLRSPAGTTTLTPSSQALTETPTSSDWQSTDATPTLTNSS
KLF5 inh – KLF5 expression inhibitors, primary screen, DLD-1 cells, luminescence | DLD-1 KLF5 promoter-luciferase reporter | inhibition, % at 5 µM | 290,000 tested, 0.23% active;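 active = inhibition above a per-plate limit of that plate's mean compound inhibition plus 3 SD, cut at about 60% in these data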;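 note: 0% = DMSO wells and 100% = LY294002 at 200 µM; higher means less KLF5 promoter-driven luciferase light; inactives centre near -14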
HSF1 inh – HSF1 inhibitors in luciferase reporter cells, primary screen, cell-based, NIH3T3, luminescence; activity change, negative = inhibition, % at 7.5 µM (by protocol); 300,000 tested, 0.77% active; NIH3T3-HGL HSE-luciferase, MG132-induced, luminescence 8 h; stronger effect = lower value;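 active = more than half of replicate wells show activity change below -50%, luminescence cut by over half; inconclusive = some wells, but at most half, below -50%; inactive = no replicate well below -50%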;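 note: luciferase reports HSF-1 transcriptional activity via heat shock element; 0% = median of DMSO wells and -100% = zero luminescence signal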
HSF1 activator – HSF-1 activators, primary screen, NIH3T3-HGL cells, MG132 stress, luminescence, single point; NIH3T3-HGL HSF-1 luciferase reporter, 8 h; 100% = twice DMSO control signal; activation, % at 9 µM; 300,000 tested, 1.7% active; AID 504408, 2011;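 active = mean replicate activation of at least 50% with a set share of replicates each reaching 50%; inconclusive = only one of those two conditions met; inactive = mean below 50% and too few replicates reaching it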;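 note: 0% = median of the neutral control wells and 100% = twice that signal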
Dyrk1A ADPGlo – rat Dyrk1A kinase inhibitors, primary screen, biochemical, single point, plate reader. inhibition, % at 12.5 µM. 310,000 tested, 0.43% active. AID 504441, 2011. ADP-Glo luminescence, NFATc1 peptide; in the data active = inhibition above about 50%;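 note: plate controls were vehicle with enzyme for no effect and no enzyme for full effect; many of its hits are not listed in these tables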
IEC-6 tox – cytotoxicity in IEC-6 intestinal epithelial cells, primary screen, cytotoxicity control for KLF5 inhibitor project, cell-based, luminescence. IEC-6 cytotoxicity, luminescence viability. inhibition, % at 5 µM. 290,000 tested, 0.78% active. AID 1825, 2009; in the data active = inhibition above about 22%;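 note: 0% = plate median of test compound wells and 100% = cytotoxic reference compound wells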
HSP90 refold inh – HSP90 inhibitors, primary screen, cell lysate, luminescence; Rabbit reticulocyte lysate, luciferase refolding luminescence, 3 h; inhibition, % at 5.6 µM; 290,000 tested, 0.91% active; AID 1789, 2009;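 active = inhibition above the screen-wide mean plus 3 SD, computed separately per campaign, cut at about 16% in these data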;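 note: 0% = DMSO wells and 100% = 60 µM geldanamycin wells; inhibitors lower the luminescence because luciferase stays unfolded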
GSK3B inh – human GSK3beta kinase inhibitors, primary screen, biochemical, cell-free homogeneous, HTS | Glycogen synthase kinase-3 beta (Homo sapiens), P49841 | GST-GSK3beta kinase, ADP-Glo luminescence, 60 min; stronger effect = lower value | activity score (negative = inhibition), % at 10 µM | 300,000 tested, 0.038% active;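 active = more than half of replicate wells score below -50%, meaning over 50% inhibition versus plate controls; inconclusive = some replicates but at most half score below -50%; inactive = no replicate scores below -50%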;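 note: 0% = median DMSO wells and -100% = median GW8510 positive control wells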
Target sequence (P49841 whole entry, looked up): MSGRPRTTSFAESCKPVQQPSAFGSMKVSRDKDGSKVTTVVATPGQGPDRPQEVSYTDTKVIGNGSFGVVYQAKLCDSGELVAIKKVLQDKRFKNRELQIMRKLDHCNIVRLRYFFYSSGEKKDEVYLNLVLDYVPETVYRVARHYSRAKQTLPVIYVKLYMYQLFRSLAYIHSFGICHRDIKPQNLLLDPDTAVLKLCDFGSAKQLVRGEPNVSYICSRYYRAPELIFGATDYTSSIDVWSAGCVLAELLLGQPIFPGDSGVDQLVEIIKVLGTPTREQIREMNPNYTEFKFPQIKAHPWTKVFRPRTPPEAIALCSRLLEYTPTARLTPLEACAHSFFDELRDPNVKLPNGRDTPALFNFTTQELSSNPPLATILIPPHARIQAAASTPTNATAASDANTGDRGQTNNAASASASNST
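Test system: GST-fused GSK3beta enzyme, cell-free | Quantity: 1.6 ng GST-GSK3beta enzyme per well | Reagent: 25 µM ATP with peptide substrate | Schedule: 60 min enzyme reaction, room temperature | Signal: Luminescent ADP-Glo measurement of ADP formed | Read-out basis: Score relative to plate controls | Control set: DMSO and 20 µM GW8510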
Numbers without * were called inactive; u = inconclusive; x = not tested or not shown. The list is partial; the hit share may differ from the screen's.

SMILES	aSyn 5UTR inh	Platelet DG rel	GSK3 alpha inh	KLF5 inh	HSF1 inh	HSF1 activator	Dyrk1A ADPGlo	IEC-6 tox	HSP90 refold inh	GSK3B inh
Cc1cccc(NC(=O)N2CCc3ccccc3C2)c1C	-46.9	1.9	-3.2	-43.3	15.8	27.9	-3.9	-1.9	-1.9	-0.5
COc1ccc(S(=O)(=O)N2CCOCC2)cc1NC(=O)[C@@H]1CCCN1C(=O)c1cccs1	9.3	2.4	-1.1	-4.3	-0.6	-6.4	-2.7	3.3	4.3	-1.5
CN1CCN(C2=NC3(CCCC3)C(C#N)C(=O)N2)CC1 (stereo not drawn)	-1.0	1.7	0.3	5.5	-8.6	-8.1	1.5	3.2	9.2	5.9
CC(/C=N/NC(=O)CSc1nc(C)cc(C)n1)=C\c1ccccc1	-2.1	-2.2	-3.4	-16.2	-6.2	14.2	0.4	0.1	-5.2	2.7
CC(C)CNC(=O)NC(=O)COC(=O)Cn1cnc2ccccc2c1=O	3.7	15.1	-1.6	-19.7	2.4	19.7	-7.1	1.6	-0.5	3.3
Cc1cc(C)c(-c2c(O)c3cccc4c3n(c2=O)CCC4)c(C)c1	14.5	-1.5	-2.2	6.0	0.5	-7.2	-4.8	-0.5	5.3	0.1
O=C(CNC(=S)NC(=O)c1cccs1)c1ccccc1	-74.3	24.3	0.1	-13.7	13.2	29.1	4.0	-0.6	-2.2	4.7
CCCCCN(C(=O)COC(=O)CSc1ccc([N+](=O)[O-])cc1)c1c(N)n(CCCC)c(=O)[nH]c1=O	4.6	-8.5	-2.3	x	1.9	19.2	-1.7	x	x	1.5
CCOc1ccccc1NC(=S)N1CCC(NC(=O)NC23CC4CC(CC(C4)C2)C3)CC1	-14.9	-5.9	-0.4	4.4	-1.3	8.7	2.3	3.1	-0.9	-0.8
CCOc1cc(/C=N\NC(=O)c2ccc(NC(=O)C(C)(C)C)cc2)ccc1OC(=O)c1ccc(C)cc1	1.7	-1.4	-7.9	-7.1	6.7	35.8	5.9	2.0	-0.2	-2.1
CCOc1cc(N2CCOCC2)c(OCC)cc1NC(=O)c1ccc(S(=O)(=O)N(C)C)cc1	23.2	-0.2	4.5	7.3	2.8	0.3	16.6	-2.5	0.2	1.1
CC(C)OC(=O)c1ccc(NC(=O)c2cncc(Br)c2)cc1	10.0	3.9	0.4	-9.7	9.3	-10.2	-1.7	3.8	-1.9	1.0
NC(=O)C1CCN(C(=O)CN2CCCc3ccccc32)CC1	11.3	2.4	-0.7	7.3	1.6	11.0	-2.3	0.9	0.8	3.2
CCCn1nnc(NC(=O)c2cc3ccccc3o2)n1	-156.0	-6.4	1.3	-128.9	15.3	16.8	-3.8	4.3	0.8	5.5
C=C(C)CSC1=C(C#N)C(c2ccccc2Cl)CC(=O)N1 (stereo not drawn)	25.4	3.0	x	8.8	15.5	17.2	-1.8	-6.6	-1.8	-4.0
CC(C)n1nc(C(=O)OCC(=O)N2CC(=O)Nc3ccccc32)c2ccccc2c1=O	-5.7	0.8	-2.4	8.5	1.5	11.3	-1.7	0.9	1.4	1.6
Nc1c2c(nc3c1CCCC3)CCCC2 (tested in a mixture with another compound)	-2.0	-3.1	-2.5	-46.2	-7.3	2.4	-1.9	-3.2	2.5	0.7
CCCCCCn1c(N2CCCC2)nc2c1c(=O)[nH]c(=O)n2C	48.0	3.5	-1.9	-0.2	14.7	24.3	-1.6	-1.8	0.4	-1.2
O=C(NCc1cccs1)c1nc2ncccn2n1	2.8	-5.1	x	-0.1	-1.8	5.7	0.9	6.3	-2.8	3.2
Clc1ccc(COn2c(-c3ccc(Cl)cc3)nc3ccccc32)cc1	-7.4	-5.3	-7.4	-25.8	35.1	60.5*	0.8	2.1	-0.8	1.6
COc1cc(CNc2ccc(N3CCOCC3)cc2)ccc1OCC(=O)NC(C)(C)C	7.8	2.4	-2.0	-21.8	-11.3	-22.3	11.7	-0.8	-4.6	3.6
O=C(NNC1=NC2(CCCC2)Cc2ccccc21)c1ccncc1	12.1	-3.4	-3.9	-0.3	0.3	3.7	-3.1	0.9	1.1	5.2
COc1cccc(NC(=O)c2ccccc2SC)c1	7.7	4.7	0.3	-33.3	5.5	15.4	12.5	1.2	6.7	-2.5
CCCC[C@H]1C2=C3[C@@H](CC(C(=O)OC)=C[C@@H](C(=O)OC)[C@H]3C(C)(C)C2=O)n2c(=O)n(-c3ccccc3)c(=O)n21	27.6	-1.3	1.1	x	3.2	3.5	3.6	x	x	0.3
C#CCOc1c(Br)cc(/C=C2/C(=O)ON=C2C)cc1OCC	14.6	7.7	-2.7	-46.0	-29.8	-45.8	-0.1	-1.0	-0.2	2.8
O=C(OCC(=O)N1CCCC1)c1c2c(nc3ccccc13)CCCCC2	18.4	4.8	1.3	-27.9	-6.8	1.7	10.0	2.8	-0.2	-5.1
CCCCCCSC1=C(C#N)C(c2ccccc2)CC(=O)N1 (stereo not drawn)	5.6	-4.1	-0.7	-14.3	13.1	15.1	-3.9	-6.1	-2.8	0.2
Cc1ccc(-n2cc(CN3CCC(CO)(Cc4cccc(C(F)(F)F)c4)CC3)cn2)cc1	1.2	-2.2	x	-29.1	2.6	-14.3	8.4	9.5	7.2	-2.4
O=C(CN1C(=O)NC2(CCCc3ccccc32)C1=O)N1CCN(C(=O)c2ccco2)CC1 (stereo not drawn)	24.2	-1.0	-3.8	-12.3	5.8	-9.1	-1.6	-2.6	2.2	1.1
COc1cc(OC)c(-c2nnc3n(CCc4ccccc4)c(=O)c4ccccc4n23)cc1OC	-17.3	u	-4.9	-0.8	-29.6	-38.0	x	-2.9	2.8	0.5
Fc1ccc(CNCc2ccco2)cc1	-4.8	0.0	0.2	-30.1	-4.2	14.8	-1.8	3.6	-1.9	0.9
Cc1ccc(NC(=O)c2ccc(NS(=O)(=O)/C=C/c3ccccc3)cc2)nc1	-10.8	-10.1	-0.3	-49.1	3.7	12.8	7.7	-5.7	-3.8	-0.2
c1ccc(CSc2ccc(-c3cccs3)nn2)nc1	-102.3	-3.1	-5.8	-80.2	26.2	29.8	x	-4.8	-4.8	-4.8
COc1ccc(-n2cc(CNCC3CCOCC3)c(-c3cccc(F)c3)n2)cc1	0.0	-0.6	-2.2	-28.4	0.2	-1.9	-1.0	0.8	3.6	1.9
Cc1nn(C)c(C(=O)NNC(=O)NC2CCCCC2)c1Cl	2.7	-1.5	x	-34.9	-1.4	-15.2	0.6	2.5	-0.7	0.1
COc1ccc(NC(=O)c2ccc(OCc3c(C)noc3C)c(OC)c2)cn1	3.5	0.1	-1.7	-8.5	-3.8	-0.5	-0.3	8.5	-2.6	3.8
COc1cc(/C=C/c2nc3ccccc3c(=O)[nH]2)cc(Br)c1O	-13.3	-1.0	-0.4	-7.0	2.1	11.0	2.8	8.1	-4.4	x
CCC(=O)c1ccc(OCC(=O)OCC(=O)Nc2sccc2C(N)=O)cc1	13.6	-25.8	4.2	0.8	-2.2	4.3	x	2.8	2.1	-3.6
C/C(=N\NS(=O)(=O)c1ccc(Cl)c([N+](=O)[O-])c1)c1cc2ccccc2o1	-28.1	-9.0	-5.3	-33.7	-30.3	-45.7	-2.8	-2.7	-5.1	2.3
CCOC(=O)CNC(=O)Nc1ccccc1C(=O)OC	-0.4	-0.4	-7.0	-43.6	-5.9	16.3	8.9	-6.1	-0.2	-3.3
Cn1c(=O)n(C)c2cc(S(=O)(=O)O)ccc21	-2.1	-9.7	-1.1	-7.3	-5.5	5.6	-1.4	-2.3	2.6	-2.1
CCCc1nc(NCc2ccco2)c(C#N)c2c1COC(C)(C)C2	45.4	-48.7	-0.1	-43.3	-7.5	12.3	2.1	-1.6	4.8	4.1
Cc1ccc(C(=O)N2CCCCC2C(=O)O)o1 (stereo not drawn)	25.9	7.4	-1.2	-18.1	-3.6	11.0	x	2.9	-4.8	6.7
CCN(CC)c1ccc(S(=O)(=O)N2CCOCC2)cc1NC(=O)COC(=O)c1cccnc1SC	7.7	11.7	-1.0	x	0.4	-4.0	-12.7	x	x	2.0
Cc1[nH]c2ccccc2c1C(=O)COc1ccccc1F	-42.7	-9.8	x	-26.3	15.0	20.6	x	4.1	-0.7	x
CCCC(=O)Nc1ccc(NC(=O)c2cccs2)cn1	-104.7	-0.8	-3.8	-38.1	-3.8	3.4	-13.9	5.7	0.6	x
CCOC(=O)c1cc(C)n(-c2ccc(Cl)cc2)c1C	-28.7	-2.8	0.6	10.8	-2.3	21.9	x	-4.1	-0.9	3.8
COC(=O)CC1c2cc(OC)c(OC)cc2CC(=O)c2cc(OC)c(OC)cc21 (stereo not drawn)	0.7	-4.4	0.1	-10.4	4.7	0.3	-2.0	0.4	-6.0	-0.3
COc1ccc(CCNC(=O)c2cc(S(=O)(=O)N3CCCC3)cn2C)cc1OC	3.2	4.8	-0.5	-17.5	-5.5	-1.6	3.8	1.0	-3.8	2.4
O=C1Nc2cc(Cl)c(Cl)cc2N(O)N1c1cc(Cl)cc(Cl)c1	-31.5	-7.2	-8.0	-21.9	5.0	-6.5	-6.3	-4.8	-1.2	10.7
CCNC(=S)N/N=C(\C)c1cccc(C(F)(F)F)c1	19.5	1.6	-0.9	0.7	0.8	-0.4	-0.7	1.4	0.8	-0.7
Cc1ccc(C)c(S(=O)(=O)Nc2cc(SCC(=O)O)c(O)c3ccccc23)c1	x	x	-0.2	-21.8	x	x	5.0	2.2	-2.9	x
CCN(CC)CCCNS(=O)(=O)c1ccc(OC)cc1	-3.4	3.1	-1.4	-33.0	3.8	25.6	-0.1	-2.0	4.8	-3.3
Cc1ccccc1-c1nnn(CC(=O)c2ccc(S(=O)(=O)N3CCCC3)cc2)n1	39.2	-0.6	1.9	-5.7	-2.2	6.9	1.4	-8.5	2.2	-1.1
CCCCn1c(N)c(N(CC(C)C)C(=O)CSc2n[nH]c(-c3ccc(C)cc3)n2)c(=O)[nH]c1=O	22.7	8.0	0.4	x	-1.1	2.6	7.3	x	x	2.6
